# Source: PubChem BioAssay (several laboratories)
# MBD2 inh: inhibitors of MBD2 binding to methylated DNA, primary screen, biochemical, TR-FRET, DNA-binding domain, human | Methyl-CpG-binding domain protein 2 (Homo sapiens), Q9UBB5 | MBD2 binding to methylated oligonucleotide | inhibition, % at 4.4 µM | 370,000 tested, 0.31% active; in the data active means inhibition above about 13%
# Target sequence (Q9UBB5 whole entry, looked up, the tested form may be a part): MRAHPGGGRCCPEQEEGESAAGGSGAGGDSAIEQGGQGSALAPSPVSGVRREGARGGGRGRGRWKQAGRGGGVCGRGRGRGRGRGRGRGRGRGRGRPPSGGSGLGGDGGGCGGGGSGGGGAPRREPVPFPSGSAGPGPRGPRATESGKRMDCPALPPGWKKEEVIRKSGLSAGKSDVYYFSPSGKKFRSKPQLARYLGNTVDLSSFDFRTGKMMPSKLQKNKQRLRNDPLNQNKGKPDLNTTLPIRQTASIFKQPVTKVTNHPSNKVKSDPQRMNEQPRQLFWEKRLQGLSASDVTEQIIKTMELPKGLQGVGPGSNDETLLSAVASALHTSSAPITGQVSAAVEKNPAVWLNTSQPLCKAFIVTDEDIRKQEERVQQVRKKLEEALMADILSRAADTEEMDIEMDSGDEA
# ssDAF-12 act: S. stercoralis DAF-12 nuclear receptor activators, primary screen, cell-based, luminescence, HEK293, GRIP1 co-expression, lit1-tk-luc; activation, % at 6.8 µM; HEK293 ssDAF-12/GRIP1 lit1-tk-luc reporter; % of 3 µM dafachronic acid response; 370,000 tested, 1% active; Nuclear hormone receptor DAF-12 (Strongyloides stercoralis);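 active means activation above the mean over all tested compounds plus 3 SD, cut at about 0.9% in these data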;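 further: 0% = DMSO-only wells and 100% = 3 µM delta7-dafachronic acid wells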
# DAX1 inh-1: DAX1 (NR0B1) inhibitors on StAR promoter, primary screen, cell-based, luminescence, SF-1 (NR5A1), full-length DAX-1; inhibition, % at 6.8 µM; 370,000 tested, 1.1% active; HEK293T StAR-luciferase reporter, SF-1/DAX-1 repression relief; AID 652010, 2013;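 active means inhibition above the mean over all tested compounds plus 3 SD, cut at about 3.6% in these data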;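 further: 0% = DAX-1 cells with DMSO and 100% = cells lacking DAX-1 with DMSO; higher inhibition means more luminescence from relief of DAX-1 repression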
# hgDAF-12 ag: H. glycines DAF-12 receptor agonists, primary screen, cell-based, luminescence, HEK293, GAL4 fusion, UAS-luciferase | Nuclear hormone receptor DAF-12 (Heterodera glycines), GAL4 fusion | HEK293 GAL4-hgDAF12 UAS-luciferase reporter, agonist luminescence; normalized to butyrate control | activation, % at 6.8 µM | 370,000 tested, 1.8% active | AID 687014, 2013;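 active means activation above a cutoff set at the mean of all screened compounds plus 3 SD, cut at about 10% in these data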;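 further: 0% = DMSO wells and 100% = sodium butyrate wells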
# PLC-gamma1 inh: PLC-gamma1 enzyme inhibitors, primary screen, biochemical, fluorescence, purified enzyme; 1-phosphatidylinositol 4,5-bisphosphate phosphodiesterase gamma-1 (Homo sapiens), P19174; fluorogenic substrate; inhibition, % at 12.2 µM; 370,000 tested, 0.84% active; in the data active means inhibition above about 9.5%
# Rev-erbA mod: modulators of Rev-erb alpha DNA binding, primary screen, biochemical, FITC-DNA, fluorescence polarization, uHTS. 370,000 tested, 0.79% active. activity, % at 10 µM. AID 1259318, 2017. Rev-erbα–FITC-DNA binding, 90 min;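 active means activity above about 14%, limit read from the data; passing the limit was not always enough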;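 further: 0% = DMSO wells with 35 nM protein and 100% = DMSO wells with 750 nM protein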
# SMARCA2 act: SMARCA2 (BRM) function activators, primary screen, cell-based, luminescence, high throughput; MG213 cells, MMTV-luciferase reporter, dexamethasone, overnight; activation, % at 9.1 µM; 370,000 tested, 1% active; in the data active means activation above about 7.8%;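 further: 0% = vehicle wells and 100% = reference activator wells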
# hcDAF-12 act: H. contortus DAF-12 nuclear receptor activators, primary screen, cell-based, luminescence, HEK293, lit1-tk-luc reporter | HEK293 hcDAF-12 lit1-tk-luc reporter; 0% DMSO, 100% Δ7-dafachronic acid | activation, % at 6.8 µM | 370,000 tested, 1.4% active;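 active means activation above the mean of all tested compounds plus 3 SD, cut at about 5.5% in these data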;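 further: 100% = response to 3 µM Δ7-dafachronic acid high control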
# PLCb3 inh: human PLC-beta3 inhibitors, primary screen, biochemical, fluorescence. 370,000 tested, 0.18% active. AID 720704, 2013. Purified PLC-beta3, fluorogenic substrate. inhibition, % at 12.2 µM. 1-phosphatidylinositol 4,5-bisphosphate phosphodiesterase beta-3 (Homo sapiens), Q01970; in the data active means inhibition above about 11%;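 further: 0% = median of compound wells on plate and 100% = full blocker control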
# ADAM17 inh: ADAM17 inhibitors, primary screen, biochemical, QFRET. AID 720648, 2013. Disintegrin and metalloproteinase domain-containing protein 17 (Homo sapiens), P78536. 370,000 tested, 0.83% active. inhibition, % at 6.95 µM. recombinant ADAM17, EDANS/DABCYL FRET peptide cleavage;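 active means inhibition above the mean of compounds lying between control limits plus 3 SD, set per campaign, cut at about 8.5% in these data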;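 further: 0% = DMSO-only wells as the low control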
# Target sequence (P78536 215-824 limits assumed): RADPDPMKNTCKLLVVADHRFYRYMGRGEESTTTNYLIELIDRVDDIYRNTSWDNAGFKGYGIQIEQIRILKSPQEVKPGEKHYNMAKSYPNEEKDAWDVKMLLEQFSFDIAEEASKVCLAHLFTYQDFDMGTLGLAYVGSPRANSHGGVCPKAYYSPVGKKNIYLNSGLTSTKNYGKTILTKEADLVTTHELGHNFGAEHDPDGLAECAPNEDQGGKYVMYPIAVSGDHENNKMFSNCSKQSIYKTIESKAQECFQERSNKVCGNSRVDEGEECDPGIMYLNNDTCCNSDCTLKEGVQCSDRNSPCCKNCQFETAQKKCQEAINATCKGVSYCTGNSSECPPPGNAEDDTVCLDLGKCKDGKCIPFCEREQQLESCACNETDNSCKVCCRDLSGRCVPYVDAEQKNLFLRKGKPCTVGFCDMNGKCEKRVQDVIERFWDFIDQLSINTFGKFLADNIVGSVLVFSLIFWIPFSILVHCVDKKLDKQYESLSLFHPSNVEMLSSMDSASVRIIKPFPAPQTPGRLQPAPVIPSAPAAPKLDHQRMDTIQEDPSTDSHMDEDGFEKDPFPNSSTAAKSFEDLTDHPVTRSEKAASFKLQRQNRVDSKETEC
# DAX1 inh-2: DAX1 (NR0B1) inhibitors, primary screen, cell-based, HEK293, Gal4-DAX1, luciferase luminescence; Nuclear receptor subfamily 0 group B member 1 (Homo sapiens), P51843; HEK293 Gal4-DAX1 luciferase reporter; inhibition, % at 6.75 µM; 340,000 tested, 0.99% active; AID 504766, 2011;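 active means inhibition above the mean over all tested compounds plus 3 SD, cut at about 4.2% in these data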;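 further: 0% = DAX1-transfected cells with DMSO and 100% = empty-vector control cells with DMSO; inhibition shows as a rise in luminescence from relieved DAX1 repression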
# * hit, by the source's call; . = not tested or not shown.
SMILES,MBD2 inh,ssDAF-12 act,DAX1 inh-1,hgDAF-12 ag,PLC-gamma1 inh,Rev-erbA mod,SMARCA2 act,hcDAF-12 act,PLCb3 inh,ADAM17 inh,DAX1 inh-2
CCOC(=O)Cc1csc(NC(=O)CCNS(=O)(=O)c2ccc3c(c2)CCC(=O)N3)n1,7,-1.2,-0.3,-1.1,-4,-4,-5,-0.8,0,-4,0.2
C/C=C(\C)C(=O)NCCN1C2=NC[C@@H](C)N2C[C@H]1Cc1ccc(O)cc1,-1,-0.7,0.7,3.7,4,3,-1,-1.2,2,3,0.8
N#CNC1=NCN(Cc2ccccc2)CN1,0,-1.0,-1.0,0.7,5,-5,-1,-0.1,4,-3,-0.2
COC(=O)C1=C(C)N(Cc2cccc(C(F)(F)F)c2)C(=NCC2CC2)NC1c1cccc(Cl)c1 (stereo not drawn),5,-0.4,-0.9,0.1,1,0,-11,0.2,-1,-3,.
O=C(Cc1c[nH]c2ccccc12)Nc1ccc(Nc2cccnc2)cc1,0,0.5,-1.3,-2.4,-1,-2,-2,-0.5,-1,-1,.
COc1ccc(OC)c(CN(CCN2CCOCC2)C(=O)Nc2cccc(Cl)c2)c1,5,-1.2,-0.2,-0.4,-1,1,-3,-2.6,2,-2,-0.5
O=CNc1cc(-c2cccc(F)c2)cn2c(-c3ccc(F)c(Cl)c3)cnc12,-1,-0.6,0.9,3.9,-2,0,3,-0.5,-9,-2,.
Brc1cccc(-c2nnc(SCc3ccon3)n2-c2ccccc2)c1,-3,-0.7,-0.2,-0.8,4,2,-1,-1.9,4,1,0.7
C/C=C/c1ccc(OCCN2C(=O)NC(C)(C)C2=O)c(OC)c1,-5,0.0,-0.1,2.4,1,3,-1,0.6,5,1,-0.2
CC(C)CNc1nc(Oc2ccc(=O)[nH]n2)nc(N(C)C)n1,10,-1.1,-0.5,1.1,-1,-5,0,-1.2,-1,-4,-1.1
CCN(CC)S(=O)(=O)c1cc(NS(=O)(=O)c2cccc(Cl)c2Cl)ccc1C,1,-1.4,-0.2,1.7,0,0,-1,-1.9,-2,0,-1.0
CCN(Cc1ccc(OC)c(F)c1)C(C)C(=O)Nc1ccc(S(=O)(=O)N2CCCC2)cc1 (stereo not drawn),-5,-1.0,-1.9,-2.2,4,0,0,-1.9,-6,1,-0.1
Cc1ccc(C2C3=C(CC(C)(C)CC3=O)NC3=C2C(=O)c2ccccc23)cc1 (stereo not drawn),-7,-2.0,-1.0,-2.0,1,2,-1,0.3,2,4,-1.7
COc1ccc(OC)c(NC(=O)CCn2cccc2)c1,1,-0.9,0.0,-0.8,-3,-3,0,-2.7,0,-3,-0.4
O=C(COC(=O)CCCN1C(=O)c2ccccc2C1=O)Nc1cc(Cl)cc(Cl)c1,2,-1.2,0.4,-0.7,-6,6,-3,3.1,-5,3,1.3
COc1cccc(C(=O)NCCS(=O)(=O)NCCc2ccccc2)c1,-2,-0.4,4.0*,7.5,-2,1,3,3.0,2,-2,0.5
O=C(NCc1ccccc1)N(Cc1cc2cc3c(cc2[nH]c1=O)OCCO3)CC1CCCO1 (stereo not drawn),3,-1.3,0.4,1.9,-41,5,0,-0.4,-57,-171,-0.9
O=C(Cn1cnnn1)OCC(=O)c1ccc(Cl)s1,-2,-0.5,0.5,2.4,-7,-5,-3,0.6,-9,-14,0.2
CCOc1ccc(/C(CC)=N/NC(=O)C2(C)CC2(Br)Br)cc1 (stereo not drawn),4,-1.4,0.0,0.0,0,31*,-2,-3.2,3,3,0.0
CC(=O)N1CCN(S(=O)(=O)c2cccc(C(=O)N(C)Cc3ccc(C)o3)c2)CC1,1,-0.8,-1.1,0.9,-5,-13,-1,0.4,-1,-4,2.0
N#Cc1ccc(Cn2ccc3ccc(-c4ccc5ccn(Cc6ccc(C#N)cc6)c5c4)cc32)cc1,1,-1.1,-1.1,1.5,-52,1,-1,-0.1,-66,-6,.
S=c1[nH]nc(Cc2cccs2)n1-c1ccccc1Cl,1,-1.3,-0.2,-1.4,1,3,-1,-0.8,-2,-2,-1.0
CCc1noc(C)c1C(=O)Nc1sc(C(=O)N(C)C)c(C)c1C(=O)OC,3,-1.5,1.1,-0.3,-8,3,-1,-0.4,-10,2,-1.2
O=C(NCCCO)c1ccc(CSc2nc3ccccc3[nH]2)cc1,5,-1.3,-0.5,5.3,0,6,-1,-0.7,-2,-8,0.2
CC(C)c1nnc(NC(=O)CCC(=O)NCCc2ccccc2)s1,-1,-1.6,0.2,1.4,-11,1,0,-0.8,-7,3,0.4
O=C(CSc1nnnn1C1CCCCC1)NCc1ccccc1,0,-1.8,0.1,0.4,0,4,2,-0.5,2,0,-0.9
Cc1c(NC(=O)C(C)OC(=O)/C=C/c2ccccc2)c(=O)n(-c2ccccc2)n1C (stereo not drawn),-2,-1.4,-1.9,3.3,0,1,5,-1.5,3,1,-0.5
CCOC(=O)CNc1nc2ccccc2n2c(C)nnc12,0,-1.4,0.2,0.3,0,3,-2,0.0,1,1,0.4
OCC1N=C(c2ccccn2)OC1c1ccccc1 (stereo not drawn),6,-1.1,0.2,-0.5,-1,-3,-3,-1.9,6,-2,-0.9
CCOc1ccc(NC(=O)Nc2ccc3c(c2)N(C)C(=O)CS3)cc1,-4,-1.6,-3.0,1.1,1,-2,-2,-0.6,1,0,-1.9

# 2 compounds from above, reduced to hgDAF-12 ag and ADAM17 inh.
canonical_smiles | hgDAF-12 ag | ADAM17 inh
Cc1c(NC(=O)C(C)OC(=O)/C=C/c2ccccc2)c(=O)n(-c2ccccc2)n1C (stereo not drawn) | 3.3 | 1
COc1ccc(OC)c(NC(=O)CCn2cccc2)c1 | -0.8 | -3

# Further compounds follow.
SMILES,MBD2 inh,ssDAF-12 act,DAX1 inh-1,hgDAF-12 ag,PLC-gamma1 inh,Rev-erbA mod,SMARCA2 act,hcDAF-12 act,PLCb3 inh,ADAM17 inh,DAX1 inh-2
CC(C)c1cc(C(C)C)c(S(=O)(=O)N2CCCC(C(=O)N3CCN(Cc4ccccc4)CC3)C2)c(C(C)C)c1 (stereo not drawn),-1,-1.2,-0.6,-1.7,-2,14,-2,3.1,1,0,.
CC1CC(C)CN(C(=O)c2ccc(C(=O)c3ccccc3)cc2)C1 (stereo not drawn),-2,-1.1,0.3,-3.5,0,-6,1,-0.2,-6,-5,1.3
O=C(Nc1nnc(-c2cccs2)o1)c1cccc(F)c1,-4,-1.1,-0.5,1.7,1,-5,-2,1.3,1,2,1.3
Cc1nc2ccc(S(=O)(=O)NCC(=O)N3CCCC(C)C3)cc2s1 (stereo not drawn),0,-1.8,-0.3,0.4,-2,-2,1,1.3,0,-2,-1.6
Cc1ccc2c(N)c(C(=O)N(c3ccccc3)c3ccccc3)sc2n1,5,-1.5,-0.4,-4.8,-44,4,-3,0.3,-54,0,0.7
CC(=NNc1cc(C)c2ccccc2n1)c1ccccn1,7,0.9*,2.3,-1.2,-1,1,1,2.0,-5,-5,.
CC(C)(C)C(=O)NC1(C(F)(F)F)NC(=O)N(c2ccccc2F)C1=O (stereo not drawn),-4,-1.4,-0.2,0.6,2,-5,0,-0.1,-3,-1,1.3
Cc1ccnc(NC(=O)CSc2ccc3c(c2)OCCO3)c1,0,-0.7,2.2,9.9,3,-6,0,1.0,-6,-7,1.3
Cc1nnc(NCCc2ccccc2)c2ccccc12,1,0.1,2.1,8.8,-4,3,1,4.8,-11,1,3.3
Cc1ccc(O)c(NC(=O)CSc2n[nH]c(C)c2[N+](=O)[O-])c1,2,-0.5,-0.5,-4.2,1,5,2,0.1,2,2,-0.6
CCc1ccc(OCC(=O)NNC(=O)Cc2c(F)cccc2Cl)cc1,-3,-0.3,1.3,2.9,2,-1,1,2.4,-6,0,0.8
Cc1ccc(C(=O)NNC(=S)NC(=O)c2ccccc2)cc1,0,-1.4,-0.4,2.0,7,4,-4,1.9,2,5,0.1
Cc1sc(NC(=O)CSc2nnc(-c3ccc(F)cc3)o2)c(C#N)c1C,8,-0.8,0.0,0.6,-6,-5,6,0.9,-2,-4,0.3
CCCNC(=O)C(CC)NC(=O)c1cccc([N+](=O)[O-])c1 (stereo not drawn),1,-1.2,0.1,-1.0,-1,-2,0,0.3,-1,-2,0.6
COC(=O)c1ccc2nc(-c3ccccc3)c(Cc3ccccc3OC)n2c1,-1,0.8,4.8*,2.0,-10,-5,-2,2.0,-22,-1,.
O=C(Nc1ccc(Cl)c(S(=O)(=O)N2CCOCC2)c1)c1cn2ccccc2n1,-5,-0.3,-0.8,-0.8,-2,2,-5,-1.7,-6,-4,-0.6
CCN(CC)c1ccc(NC(=O)c2ccc(Br)o2)cc1,1,0.4,3.6,16*,0,.,4,2.6,2,-2,5.0*
CC(C)C[C@H]1COc2ccc(Cl)cc2S(=O)(=O)N1Cc1cn(Cc2ccc(C(F)(F)F)cc2)nn1,0,-1.3,-0.1,-0.8,0,4,-2,0.4,4,-1,.
CC(C)c1ccc(NC(=O)c2cc(Br)ccc2Br)cc1,0,-0.9,0.6,3.5,2,5,3,0.7,4,-1,1.9
O=C(CSc1nnc(-c2ccc(Cl)cc2)n1-c1ccc(Cl)cc1)N/N=C/c1ccco1,1,-0.8,-0.7,-3.2,3,-2,-2,1.1,1,5,-1.5
CC1(NC(=O)CCNC(=O)c2ccc(C(C)(C)C)cc2)CCS(=O)(=O)C1 (stereo not drawn),8,-0.7,-1.1,-1.2,2,-5,-1,-0.9,-9,-1,-0.2
CC(OC(=O)c1ccco1)C(=O)NC1CCCC1 (stereo not drawn),-3,-0.7,-0.4,1.8,0,2,-2,1.2,-4,1,-0.4
C/C(=N\N=C\c1ccc(N(C)C)cc1)c1cccc([N+](=O)[O-])c1,-3,-1.0,0.1,1.7,0,-8,3,0.4,2,-1,-1.0
CC1CCCC(C)N1CC(O)COc1c(F)cc(Br)cc1F (stereo not drawn),-1,-1.1,-0.1,0.4,1,1,0,-0.9,3,-2,0.5
CCOC(=O)c1nn(-c2ccc(OCC)cc2)c2nc(CC(C)C)c(C#N)c(=O)n12,-1,-0.5,-0.5,1.0,-71,15,-4,0.7,-101,-24,-0.3
COc1ccc(C(=O)NCC(=O)N2CCN(C(=O)c3ccco3)CC2)cc1[N+](=O)[O-],0,-0.6,-0.4,2.9,2,2,-3,0.5,2,1,0.7
